TDP1 block – qHTS Assay for Inhibitors of Tyrosyl-DNA Phosphodiesterase (TDP1) | Potency, µM (titrated, usually from 130 µM), inactives show top-dose activity change, negative = inhibition, usual class: inhibitors | recombinant TDP1, AlphaScreen DNA substrate cleavage | AID 485290, 2010 | Tyrosyl-DNA phosphodiesterase 1 (Homo sapiens), Q9NUW8 | actives 0.28% (n = 350,000); further: nearly all actives have a fitted effect of over 40% in size
Target sequence (Q9NUW8 whole entry, looked up): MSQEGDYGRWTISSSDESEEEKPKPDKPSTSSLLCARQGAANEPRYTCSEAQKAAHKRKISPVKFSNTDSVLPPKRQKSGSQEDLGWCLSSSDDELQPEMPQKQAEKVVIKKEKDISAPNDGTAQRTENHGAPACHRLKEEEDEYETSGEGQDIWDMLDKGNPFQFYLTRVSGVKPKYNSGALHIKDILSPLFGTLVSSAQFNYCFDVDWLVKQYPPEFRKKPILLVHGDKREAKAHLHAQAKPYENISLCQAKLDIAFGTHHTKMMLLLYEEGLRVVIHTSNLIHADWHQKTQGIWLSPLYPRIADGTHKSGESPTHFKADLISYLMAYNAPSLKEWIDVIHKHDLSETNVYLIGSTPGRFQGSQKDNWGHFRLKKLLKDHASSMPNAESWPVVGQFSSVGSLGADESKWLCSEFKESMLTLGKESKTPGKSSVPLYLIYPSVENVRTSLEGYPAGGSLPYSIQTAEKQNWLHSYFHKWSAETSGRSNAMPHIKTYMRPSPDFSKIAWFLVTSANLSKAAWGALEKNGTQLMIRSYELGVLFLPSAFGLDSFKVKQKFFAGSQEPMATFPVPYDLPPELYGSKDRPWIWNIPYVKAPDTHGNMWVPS
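Steps: enzyme plus compound, 15 min RT; add biotin/phosphotyrosine-FITC oligonucleotide (15 nM final), react 5 min; add donor/acceptor beads (10 ug/ml final), 10 min; read AlphaScreen. Tdp1 at 1 nM final.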
DT40 TDP1 no CPT – qHTS for Inhibitors of human tyrosyl-DNA phosphodiesterase 1 (TDP1): qHTS in cells in absence of CPT; DT40 Tdp1-/- hTDP1 cells, no CPT, ATP luminescence, 48 h; Potency, µM (doses to about 46.2 µM), for the others: top-dose activity change, negative = growth inhibition, actives largely listed as inhibitors; actives 15% (n = 420,000); AID 686978, 2013; further: nearly all actives have a fitted effect of over 55% in size
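Readout: luminescence from CellTiter-Glo after 30 min in the dark at RT. Cells: DT40 Tdp1-/- with stable hTDP1, 400/well. Exposure: compounds alone, ≥48 hr, 37 °C.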
TDP1 cell CPT – qHTS for Inhibitors of human tyrosyl-DNA phosphodiesterase 1 (TDP1): qHTS in cells in presence of CPT. chicken DT40 Tdp1-/-;hTDP1 cells + 20 nM CPT, ATP luminescence, 48 h. Potency, µM (top dose mostly 46.2 µM), for inactives: at the highest dose activity change, negative = growth inhibition, most hits filed as inhibitors. actives 12% (n = 420,000). AID 686979, 2013; further: nearly all actives have a fitted effect of over 55% in size
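Cell growth measured by CellTiter-Glo luminescence after a minimum 48 h, 37 C compound exposure with 20 nM CPT in Tdp1-knockout DT40 cells stably expressing hTDP1, seeded 400/well; qHTS titration format.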
Starred values were filed as active, the others as inactive; ? = inconclusive; · = not tested or not shown; & = joins results of further samples; [ ] = remark or other dose. The call rests on the fitted dose curve; in most records, active means well fitted curve in the direction sought with a large enough effect; inconclusive means small, poorly fitted or top-dose-only effect, or another doubt; inactive means no such curve, though single readings can be large; an effect the other way counts as inactive or inconclusive. On the % scale 0 is the no-effect control and ±100 the full control effect; potency means the concentration at half of the fitted maximal effect.

No. | mol | TDP1 block | DT40 TDP1 no CPT | TDP1 cell CPT
1 | CC(C)Cn1c(SCc2nc3ccccc3c(=O)[nH]2)nc2ccccc2c1=O | 0% | ? | ?
2 | CC(C)C(NC(=O)c1ccccc1Br)c1ccccc1 (centres undefined) | 5% | ? | ?
3 | CCCS(=O)(=O)NC(=O)C1(C)CCN(C(=O)c2cccnc2Oc2ccccc2)C1 (centres undefined) | · | -5% | -5%
4 | Cc1cc(C)cc(-c2nnc(SCC(=O)NCc3cccs3)o2)c1 | 8% | -15% | -22%
5 | CCCCOC(=O)c1cc(Cl)c(O)c(OC)c1 | 0% | -3% | -3%
6 | CCOC(=O)c1[nH]c(C)c(CCC(=O)Nc2ccccc2C(=O)OC)c1C | 11% | 16µM* | 13µM*
7 | O=C(CCNS(=O)(=O)c1cccc2nsnc12)N1CCc2ccccc21 | 2% | ? | -14%
8 | O=C(NCc1cccs1)C1CCCN(C(=O)Nc2ccccc2)C1 (centres undefined) | 6% | 1% | -4%
9 | COc1ccc(OCC(O)CN2C(=O)NC(C)(C)C2=O)cc1 (centres undefined) | 6% | -3% | 1%
10 | CC(=O)Nc1ccc(OC(=O)c2c(-c3ccccc3Cl)noc2C)cc1 | 0% | ? | -28%
11 | O=C1OCCC1Sc1ncnc2sc3c(c12)CCC3 (centres undefined) | 2% | -10% | -23%
12 | CN1CCN(c2ccc(-c3cc(NC=O)c4ncc(-c5ccc(F)c(Cl)c5)n4c3)cc2)CC1 | · | 16µM* | 12µM*
13 | O=C(CCNC(=O)C1CCN(S(=O)(=O)c2ccccc2)CC1)NCc1ccncc1 | 2% | 0% | -5%
14 | COc1cccc(Cn2c(=O)ccc3ccccc32)c1 | 8% | -18% | -19%
15 | CCc1ccc(OCC(=O)NNC(=O)Cc2cccs2)cc1 | 5% | -1% | 1%

5 records drawn at random from those above:
No. | mol | TDP1 block | DT40 TDP1 no CPT | TDP1 cell CPT
3 | CCCS(=O)(=O)NC(=O)C1(C)CCN(C(=O)c2cccnc2Oc2ccccc2)C1 (centres undefined) | · | -5% | -5%
11 | O=C1OCCC1Sc1ncnc2sc3c(c12)CCC3 (centres undefined) | 2% | -10% | -23%
14 | COc1cccc(Cn2c(=O)ccc3ccccc32)c1 | 8% | -18% | -19%
2 | CC(C)C(NC(=O)c1ccccc1Br)c1ccccc1 (centres undefined) | 5% | ? | ?
1 | CC(C)Cn1c(SCc2nc3ccccc3c(=O)[nH]2)nc2ccccc2c1=O | 0% | ? | ?

(list continues)
No. | mol | TDP1 block | DT40 TDP1 no CPT | TDP1 cell CPT
16 | S=C(Nc1ccccc1)N1CCN(c2ccc(N3CCOCC3)nn2)CC1 | 1% | -1% | 5%
17 | COc1cccc(C(=O)Nc2ccc(-c3cn4cccnc4n3)cc2)c1OC | 6% | ? | ?
18 | CC(C)CC(C(=O)NC1CCCC1)N(Cc1ccc2c(c1)OCO2)C(=O)c1snc(C(N)=O)c1N (centres undefined) | 3% | -9% | 13%
19 | O=C(c1cnccn1)N1CCC2(CC1)CN(c1ccccn1)C2 | · | 0% | 2%
20 | Cc1cccc(NC(=O)CSc2nnc([C@H](C)NC(=O)OC(C)(C)C)o2)c1C | 6% | ? | ?
21 | OC[C@H]1OC([S-])[C@H](O)[C@@H](O)[C@@H]1O.[Au+] (some centres undefined) | · | -86% | 24µM*
22 | Cc1cc(C)c(NC(=O)c2cccs2)c(C)c1NC(=O)c1cccs1 | 7% | 0% | -3%
23 | Cc1c(Br)cc(C(=O)N2CCCC2)c(C)c1C | 0% | -11% | -23%
24 | O=C(NC1CC(=O)N(c2ccccc2)C1)C(=O)c1c[nH]c2ccccc12 (centres undefined) | · | -10% | -25%
25 | Cn1nc(C(F)(F)F)c2cc(NC(=O)OCC(C)(C)C)sc21 | 6% | -13% | -1%
26 | CCCCN(CC)CCCNC(=O)c1c(C)oc2ncnc(N3CCOCC3)c12 | -2% | -16% | 17%
27 | CC(C)Cc1ccc(-c2cc(=O)[nH][nH]2)cc1 | -6% | ? | ?
28 | COCCOC(=O)C1=C(C)N=c2s/c(=C\c3cccs3)c(=O)n2C1c1cccs1 (centres undefined) | 4% | ? | ?
29 | O=C(COC(=O)c1ccco1)Nc1cc(S(=O)(=O)N2CCOCC2)ccc1Cl | -3% | -16% | -8%
30 | Cn1nccc1C(=O)OCC(=O)Nc1ccc(S(N)(=O)=O)cc1 | 5% | -5% | 3%
31 | O=C(CSc1nc(-c2ccc(F)cc2)cs1)Nc1ccccn1 | 4% | -26% | 5%
32 | COc1cc(NC(=O)c2cc3ccccc3cc2O)c(OC)cc1Cl | · | 10µM* | 15µM*
33 | CCc1nnc(NC(=O)CSc2nnc(Cc3cccn3C)n2C)s1 | -8% | 3% | 0%
34 | Cc1ccc2nc(NC(=O)c3ccc(S(=O)(=O)N4CCC(C)CC4)cc3)sc2c1 | 3% | ? | ?
35 | Cc1ccccc1OCC(=O)NC(=S)Nc1ccc(Br)c(C)n1 | -12% | -10% | -2%
36 | COCCN(C(=S)Nc1cccc(OC)c1)C1CCN(C(C)=O)CC1 | -2% | -22% | -4%
37 | COc1ccc(NC(=O)Cn2c(=O)n(Cc3ccc(C(=O)NCc4ccccc4Cl)cc3)c(=O)c3ccccc32)cc1OC | 2% | ? | ?
38 | CCN(c1ccc(OC)cc1)S(=O)(=O)c1nnc(NC(=O)COc2ccccc2)s1 | 5% | ? | -17%
39 | CC(C)Nc1nc(Oc2ccc(Cl)cc2)cc(C(F)(F)F)n1 | -6% | 4% | -17%
40 | CC(C)C[C@@H](CN=[N+]=[N-])N1CCN(CC(C)C)CCC1=O | · | ? | ?
41 | O=C(CSc1ncn[nH]1)Nc1nsc(-c2ccccc2)n1 | 5% | -15% | -22%
42 | COc1ccc(/C=N/n2c(-c3cccs3)n[nH]c2=S)cc1 | 4% | ? | ?
43 | O=C(CSc1nnc2ccc(-c3ccncc3)nn12)N1CCCCC1 | 2% | 13% | 0%
44 | CN(C(=O)c1ccccc1Cl)c1ccccc1C(=O)NCc1ccccc1 | 4% | -11% | -29%
45 | OC[C@@H]1CN(Cc2ccc(F)cc2)C[C@H](n2cnc3c(N4CCN(c5ccccc5)CC4)ncnc32)O1 | · | 10µM* | 18µM*
46 | O=C(CCN1C(=O)c2ccc([N+](=O)[O-])cc2C1=O)Nc1nccs1 | 7% | 2% | 16%
47 | Cc1ccc(NC(=O)CN(c2ccc(Cl)cc2)S(=O)(=O)c2cc([N+](=O)[O-])ccc2Cl)c(C)c1 | 3% | 15µM* | ?
48 | CC(=O)Cc1nsc(NC(=O)c2c(-c3ccccc3Cl)noc2C)n1 | 4% | ? | -23%
49 | Cc1ccc(C(=O)Cn2cnc3ccccc3c2=O)cc1C | -5% | ? | -24%
50 | O=C(O)c1c(Cl)cccc1Nc1ccccc1 | · | 23µM* | -10%
51 | COc1ccc([C@@H]2C[C@H]3[C@@H](CN2S(=O)(=O)c2ccccc2)C(=O)C[C@@H](c2ccccc2)N3S(=O)(=O)c2ccc(C)cc2)cc1 | · | -14% | -16%
52 | CC(c1ccccc1F)n1cc(C(=O)NCCc2ccco2)nn1 (centres undefined) | 0% | 18µM* | ?
53 | CCCS(=O)(=O)N1CCCC(C(=O)NCc2ccc3c(c2)OCO3)C1 (centres undefined) | 4% | 0% | -10%
54 | COC(=O)CNC(=O)c1c(-c2ccccc2Cl)noc1C | 7% | -5% | -3%
55 | COCCCNC(=S)NC1CCCCC1 | 5% | ? | 1%
56 | O=C(CCc1nc2ccccc2c(=O)[nH]1)NCCN1C(=O)S/C(=C\c2ccc(Cl)cc2Cl)C1=O | 2%[0.505 µM] | 4.6µM* | 8.2µM*
57 | CCn1c(-c2cccc(S(=O)(=O)N3CCCC3)c2)n[nH]c1=S | -4% | 2% | -2%
58 | Cn1c(-c2ccccc2)cnc1NCc1cccc([N+](=O)[O-])c1 | · | ? | ?
59 | O=S1(=O)CC(N2CCCCC2)CN1Cc1cn(Cc2cccc(Cl)c2)nn1 (centres undefined) | · | -14% | -11%
60 | COc1ccccc1OCCCOc1ccc(C)cc1Br | ? | ? | -13%
61 | Cn1c(=O)[nH]c(=O)c2c1nc(NCCCO)n2CCCc1ccccc1 | 5% | -13% | -8%
62 | Cc1ccc(C)c(CN2CCC(CNC(=O)Cn3ncc4c([nH]c5ccccc54)c3=O)CC2)c1 | 5% | 15µM* | ?
63 | CCOC(=O)c1ccc2nc(C(F)(F)F)[nH]c(=O)c2c1 | 5% | 7.3µM* | 16µM*
64 | COc1ccc(CCNC(=O)CCCn2c(=O)c3ccccc3n(CC(=O)Nc3ccc(C)cc3Cl)c2=O)cc1OC | -1% | ? | ?
65 | Cc1c(CN(C)Cc2cn(C)nc2-c2ccccc2F)[nH]c2ccccc12 | 4% | ? | ?
66 | O=C(COc1cccc(NC(=O)c2cccc([N+](=O)[O-])c2)c1)c1ccc(Br)cc1 | -4% | ? | ?
67 | Cc1cccc(/C=C2\Sc3ccc(C(=O)N4CCOCC4)cc3N(C)C2=O)c1 | 9% | ? | ?
68 | O=C(NC1CCCCC1)C(c1cc2ccccc2o1)n1c(=O)c(-c2ccco2)nc2ccccc21 (centres undefined) | · | 16µM* | ?
69 | OCCNc1nc2ccccc2n1CCN1CCCCC1 | -9%[56.1 µM] | 2% | -13%
70 | O=C(Nc1ccc(NC(=O)C2CC2)cc1)c1ccco1 | · | -16% | -14%
71 | CCOC(=O)[C@]12CCC=C1N(Cc1ccc3c(c1)OCO3)C(=O)[C@H](CC(=O)N1CCCCC1)C2 | · | ? | ?
72 | Cc1ccc(-n2nc(-c3ccc(N)cc3)cc2N)cc1 | 11% | -11% | -21%
73 | O=c1cc(-c2ccc(O)c(O)c2)oc2c1ccc1ccccc12 | -4% | 26µM* | 16µM*
74 | CC(=O)c1ccccc1NC(=O)c1ccc(OCc2c(C)noc2C)cc1 | -4% | 18µM* | ?
75 | CC(C)c1onc(C(=O)NCc2ccccn2)c1[N+](=O)[O-] | 0% | ? | -3%

Continuation:
No. | mol | TDP1 block | DT40 TDP1 no CPT | TDP1 cell CPT
76 | COc1ccc(NC(=O)C2CCN(S(=O)(=O)c3ccc4[nH]c(=O)ccc4c3)CC2)cc1Cl | 3% | 3% | -7%
77 | COc1ccc(C(=O)NC2CCCCCC2)cc1S(=O)(=O)Nc1ccc(Br)cc1 | 0% | ? | 1%
78 | O=C1OCCN1C(=O)[C@H]1[C@H](c2ccc(F)cc2)C(c2cccc(Cl)c2)=NN1c1ccc(Br)cc1 | -15%[56.1 µM] | ? | ?
79 | CSc1ccc(/C=C/C(=O)OCC(=O)N2CCc3ccccc32)cc1 | 1% | 5% | 8%
80 | COc1ccccc1NC(=O)c1cc(Cl)nc2ccccc12 | 4% | 4% | 7%
81 | Cc1cc(N2C(=O)C(=O)/C(=C(/O)c3ccc(F)cc3)C2c2cccc(Br)c2)no1 (centres undefined) | 1% | -24% | ?
82 | CC1Sc2ccc(S(=O)(=O)CCC(=O)Nc3ccc(C(C)C)cc3)cc2NC1=O (centres undefined) | 0% | -30% | ?
83 | O=C(COc1ccc(Cl)cc1)NCc1cn2cc(Cl)ccc2n1 | 3% | -25% | -1%
84 | O=C(NC1CCN(C(=S)Nc2ccc(F)cc2)CC1)c1ccco1 | 0% | -9% | -13%
85 | CCOC1=C2CN(S(=O)(=O)c3ccc(C)cc3)[C@H](c3ccccc3)C[C@@H]2N(S(C)(=O)=O)[C@H](c2ccccc2)C1 | · | -20% | -17%
86 | CCc1ccccc1NC(=O)C1=C(C)C(=O)OC12CCCCCC2 | 6% | -4% | ?
87 | CCCCC[C@H](O)/C=C/[C@H]1C=CC(=O)[C@@H]1CCCCCCC(=O)O | 5%&2% | 0%[4.12 µM] | 6%[4.12 µM]
88 | COc1ccc(C(C[N+](=O)[O-])n2nc(C)cc2C)cc1 (centres undefined) | 6% | 6.5µM* | ?
89 | CCCCOC(=O)CCc1nc2ccccc2[nH]c1=O | 1% | -1% | 0%
90 | CC(C)N(Cc1ccccc1)C(=O)Cn1c(=O)cnc2ccccc21 | 3% | 1% | -10%
91 | Cc1occc1C(=O)N/N=C/c1ccc(N(C)C)cc1 | 1% | -24% | 0%
92 | O=C(CSc1nc2c(c(=O)[nH]1)CN(Cc1ccc3c(c1)OCO3)CC2)Nc1cccc(Cl)c1 | 9% | ? | ?
93 | CCNS(=O)(=O)c1ccc(NC(=S)N2CCc3ccccc32)cc1 | 5%[56.1 µM] | -19% | ?
94 | CC(C)N1CCN(Cc2ccoc2)CC1CCO (centres undefined) | 5% | 1% | -5%
95 | CC1(C)CC(=O)C2=C(C1)N(c1ccccc1)C(=O)CC2c1ccc(O)cc1 (centres undefined) | 3% | -3% | -6%
96 | COc1ccc(NC(=O)COC(=O)C2CCCCC2)c([N+](=O)[O-])c1 | 6% | -18% | -24%
